# Screens from PubChem BioAssay.
# Hsp70 displacement = Hsp70 inhibitors, probe displacement, primary screen, biochemical, fluorescence polarization (AID 583). displacement, % at 20 µM; hits with a dose series show IC50 in µM. Heat shock 70 kDa protein 1A (Homo sapiens). Hsp70 fluorescence polarization probe displacement, mP; higher % means a stronger effect. hit rate 0.06% among 140,000; in the data active = displacement above about 50%;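 note: plate controls were vehicle for no effect and reference ligand for full effect; a part of the inactive calls stands beside numbers as strong as those of hits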
# MKP-3 inhibition = MKP-3 phosphatase inhibitors, primary screen, biochemical, rat enzyme, in vitro (AID 425); hit rate 0.17% among 110,000; Dual specificity protein phosphatase 6 (Rattus norvegicus); inhibition, % at 20 µM, or IC50 in µM where a hit was titrated; recombinant MKP-3 phosphatase activity, fluorescence; higher % means a stronger effect; in the data active = inhibition above about 50%;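 note: plate controls were vehicle for no effect and reference inhibitor for full effect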
# * marks the source's active call; other numbers are inactive results; x = no result given; & = joins results of further samples. Only part of the results is shown; the hit share may differ from the screen's.
MKP-3 inhibition,Hsp70 displacement,SMILES
0%,-2.3%,O=C(NC1CCCCC1)c1cccc(C(F)(F)F)c1
0%,-3.1%,COc1ccccc1N1CCN(C(=O)CSc2ncccc2-c2nc3ccccc3[nH]2)CC1
1%,-0.6%,O=C(NCc1ccccc1)C(O)(c1ccc(F)cc1)c1ccc(F)cc1
-8%,4.2%,COc1ccc(Cn2nnnc2C(c2ccc(N(C)C)cc2)N2CCC(C)CC2)cc1 (stereo not given)
-3%,71%,CC(C)c1cc(=O)oc2c3c4c(cc12)CCCN4CCC3
-4%,-0.1%,CCCCn1c(SCC(=O)Nc2cc(C)on2)nc2ccccc2c1=O
-3%,-1.3%,COc1ccc(C(=O)NCC(C)c2ccccc2)cc1OC (stereo not given)
3%,-1.8%,Cc1ccc2nc(-c3ccc(O)cc3)sc2c1
-1%,-1.5%,CC(C)Oc1ccccc1NC(=O)c1cccs1
-2%,-1.2%,S=C(NCC1(c2ccccc2)CCOCC1)Nc1ccccc1
-9%,-1.8%,CCCCCOC(=O)NCC(O)c1ccccc1 (stereo not given)
4%,6.9%,COc1ccc(C(C)=O)cc1COC(=O)c1ccc(OCc2c(C)noc2C)cc1
1%,-0.8%,O=[N+]([O-])c1ccccc1S(=O)(=O)NC1CCS(=O)(=O)C1 (stereo not given)
8%,-4.1%,O=C(COc1ccc2c(c1)oc(=O)c1ccccc12)c1ccc(F)cc1
0%,-2.1%,Cc1onc(-c2ccccc2)c1C(=O)Nc1cccc(Br)c1
-7%,-3.2%,O=c1cnn(-c2ccccc2)c(-c2ccccc2)c1
-5%,0.6%,CN(C)C(C(=O)NC1CCCCC1)c1ccc(Cl)cc1 (stereo not given)
1%,3.3%,Cc1ccc(OCC(=O)N/N=C\c2cccc(OC(=O)c3cccs3)c2)cc1
x,-2.4%,CCc1ccc2nc(SCC(=O)N3CC(=O)Nc4ccccc43)c(C#N)cc2c1
3%,-2.0%,COC(=O)c1cn(NC(=O)c2cnccn2)c(=O)c2ccccc12
0%,-3.6%,Cc1ccc(NC(=O)CCNS(=O)(=O)c2ccc3c(c2)oc(=O)n3C)cc1C
x,-0.9%,Cc1csc(N(C(=O)c2cccc(S(=O)(=O)N3CCCC3)c2)c2ccccc2)n1
4%,4.1%,COc1ccc(NC(=O)CSC2=C(C#N)C(c3ccco3)C3=C(CCCC3=O)N2)c(OC)c1 (stereo not given)
5%,-2.8%,O=c1cc(-c2ccccc2)[nH]n1-c1ccccc1
4%,-0.2%,C#CCn1cc(/C=C2\C(=O)NC(=O)N(c3ccc(C)cc3)C2=O)c2ccccc21
2%,-3.2%,COc1ccc(C2/C(=C(/O)c3ccc(C)cc3)C(=O)C(=O)N2CCCCCC(=O)O)cc1 (stereo not given)
3%,2.1%,COC(=O)c1sc2nc(-c3ccccc3)nc(N3CCOCC3)c2c1C
-1%,-0.3%,O=C(NCC1CCCO1)c1cc2ccccc2oc1=O (stereo not given)
-12%,-0.2%,Cc1cc(C)n(-c2cc(C)c(C)cc2Br)n1
2%,-8.0%,CCOC(=O)Cc1nnc(NC(=O)CSc2ccccc2)s1
12%,-4.8%,O=C(NCCc1ccccn1)C1CCCN(S(=O)(=O)Cc2ccccc2)C1 (stereo not given)
x,1.7%,Cc1nn(C)c(C)c1/C=C/C(=O)c1cccs1
4%,-0.6%,Cc1nnc(SC(C)C(=O)Nc2ccc(Cl)cn2)n1Cc1ccccc1 (stereo not given)
1%,0.7%,O=C(CSc1nnnn1-c1ccccc1)c1ccc(-c2ccccc2)cc1
2%,-2.4%,CCOC(=O)Cc1csc(NC(=O)CSc2nnc(-c3ccc(OC)cc3)n2C)n1
4%,-2.6%,CCOc1ccccc1NC(=O)C(=O)NCc1ccncc1
-8%,-0.6%,O=C1C2ON(c3ccccc3)C(c3ccccc3F)C2C(=O)N1c1ccccc1 (stereo not given)
x,1.5%,Cc1cc(C)c2c(N)c(-c3nc4ccccc4[nH]3)sc2n1
x,7.2%,O=S(=O)(c1ccc(-c2nc3ccccc3s2)cc1)N1CCCC1
-1%,4.7%,CCOc1ccc2c(c1)c1nnc(SCC(=O)N3CCCCC3C)nc1n2C (stereo not given)
x,-1.0%,CCn1c2ccc(OC)cc2c2nc3ccccc3nc21
2%,-4.5%,C=C(Br)Cn1c(CC(C)C)nc2ccccc21
-3%,3.1%,COc1ccccc1NCn1nnc2ccccc21
1%,3.6%,Cc1cc(C(F)(F)F)nn1CC(=O)Nc1sc2c(c1C#N)CCCC2
0%,-6.3%,O=C(CN1C(=O)C2C3C=CC(C3)C2C1=O)NCCc1ccccc1Cl (stereo not given)
6%,-1.7%&-3.3%,COc1ccccc1N1CCN(/N=C/C=C\c2ccco2)CC1
x,0.3%,Cc1nc2c(C(=O)N3CCOCC3)cnn2c(C)c1Cc1cccc(Cl)c1
1%,3.0%&2.3%,CC(C)(C)OC(=O)N1CC(O)CC1C(=O)OCC(=O)c1ccccc1 (stereo not given)
x,5.7%,O=C(Nc1ccc(Cl)cc1)N1CCc2[nH]c3ccccc3c2C1
x,1.3%,c1ccc(CN(Cc2cccs2)C(c2cccs2)c2nnnn2C2CCCC2)cc1 (stereo not given)

# Carrying on:
MKP-3 inhibition,Hsp70 displacement,SMILES
x,1.9%,O=C(c1cnccn1)N(Cc1ccco1)C1(C(=O)NC2CCCC2)CCCCC1
0%,-0.2%,Cc1cc(C)c(C#N)c(SCC(=O)Nc2nnc(-c3ccccc3)s2)n1
-1%,-27%,Cc1cc(/C=C2/SC(=S)NC2=O)c(C)n1-c1cccnc1
1%,2.9%,CC(C)OC(=O)C1C(=O)CC(C)(O)C(C(=O)OC(C)C)C1c1cccc(F)c1 (stereo not given)
x,-2.2%,CCC(=O)n1nc(-c2ccccc2)nc1N
1%,-2.2%,N#CC1=C(N)Oc2n[nH]c(-c3ccccc3)c2C1CCc1ccccc1 (stereo not given)
0%,2.3%,COc1ccc(C(=O)/C=C(\N)C(F)(F)F)c(O)c1
-10%,x,Cc1csc(NC(=O)C(NS(=O)(=O)c2ccc(Br)s2)c2ccccc2)n1 (stereo not given)
x,-3.5%,Cc1cccc(NC(=O)Nc2ccc(Oc3c(F)c(F)c(F)c(F)c3F)cc2)c1
x,-1.5%,Cc1ccc(S(=O)(=O)NCC(=O)N2CCN(c3ccccn3)CC2)cc1
-3%,11%,COCCn1c(C)cc(C(=O)CSc2nc(C)nc3sc4c(c23)CCC4)c1C
2%,-0.4%,O=C1c2cccc3cccc(c23)C(=O)N1/N=C/c1ccccc1O
x,-28%,C=CCC(C#Cc1ccc(C)cc1)N(CC)CC (stereo not given)
5%,-2.0%,CC(=O)Nc1ccc(C(=O)N2CCc3ccccc3C2)cc1
4%,-2.0%,CCOc1ccc(Nc2ncnc3c2oc2ccccc23)cc1
x,1.3%,N#Cc1nc(Cc2cccc3ccccc23)oc1NCCN1CCOCC1
2%,73%,O=c1cc(C(F)(F)C(F)(F)F)c2cc3c4c(c2o1)CCCN4CCC3
2%,0.3%,COc1ccc(CC(=O)O/N=C(\N)c2ccc(Br)cc2)cc1OC
x,1.0%,C=CCn1c(SCC(=O)/C(C#N)=C(\C)N)nc2sc(C)c(C)c2c1=O
4%,-4.0%,CN(C)C(=O)COc1ccc2c3c(c(=O)oc2c1)CCCC3
-10%,5.5%,CCN(CCC(=O)Nc1cc(OC)cc(OC)c1)Cc1ccccc1
0%,6.1%,O=S(=O)(c1ccc2c(c1)OCCO2)N1CCCCCC1
3%,6.0%,Brc1ccc(-c2nnc(SCCCCOc3ccccc3)o2)cc1
-6%,1.2%,CCCn1c(SCC(=O)Nc2ccccc2C(=O)OCC)nc2c1c(=O)n(C)c(=O)n2C
4%,-4.9%,COc1ccc(CCNC(=O)CSc2nnc(-c3cccc(F)c3)n2-c2ccccc2)cc1OC

# Reformatted comma-delimited: entries from further up.
compound,MKP-3 inhibition,Hsp70 displacement
COCCn1c(C)cc(C(=O)CSc2nc(C)nc3sc4c(c23)CCC4)c1C,-3%,11%
O=C1c2cccc3cccc(c23)C(=O)N1/N=C/c1ccccc1O,2%,-0.4%
C=CCC(C#Cc1ccc(C)cc1)N(CC)CC (stereo not given),x,-28%
CC(=O)Nc1ccc(C(=O)N2CCc3ccccc3C2)cc1,5%,-2.0%
CCOc1ccc(Nc2ncnc3c2oc2ccccc23)cc1,4%,-2.0%

# (cont.)
MKP-3 inhibition,Hsp70 displacement,SMILES
4%,-5.9%,O=c1oc2ccccc2n1Cc1ccccc1Cl
-6%,6.4%,Cc1cc(C)n(C(=O)c2cccc(S(=O)(=O)N3CCCC3)c2)n1
3%,-3.4%,Cc1cc2nc(-c3ccc(NC(=S)NC(=O)c4ccco4)cc3)oc2cc1C
5%,3.6%,O=C(c1ccccc1)N1N=C(C(F)(F)F)CC1(O)c1ccccc1 (stereo not given)
6%,-3.6%,Cc1ccc2c(c1)-c1c(ssc1=S)C(C)(C)N2C(=O)C(C)N1C(=O)c2ccccc2C1=O (stereo not given)
-4%,0.6%,CC(C)c1ccc(OCC(O)Cn2cnc3ccccc32)cc1 (stereo not given)
x,3.5%,COc1ccc(Nc2nc3ccccc3n3nnnc23)cc1
-8%,2.5%,O=C(CSc1nnc(-c2ccco2)n1Cc1ccccc1)NC(=O)NCc1ccccc1
2%,-0.5%,Cc1ccc(S(=O)(=O)Nc2cc(C)c(O)c(Sc3nc4ccccc4s3)c2)cc1
x,-4.0%,O=C(Nc1ccc(Cl)c(Cl)c1)C1CC(=O)N(c2ccc(Br)cc2)C1 (stereo not given)
-10%,1.4%,O=C1CC(c2ccccc2)n2nc(NC(=O)c3cccs3)nc2N1 (stereo not given)
0%,4.1%,O=C(NN1CCOCC1)c1sc2ccccc2c1Cl
x,3.0%,COCCNC(=O)COc1ccc(C)cc1C
-4%&-1%,-1.7%&-2.5%,CCC(=O)Oc1ccc2c(C)c(Cl)c(=O)oc2c1
3%,-2.8%,O=C(COc1ccc(Cl)cc1)N1CCN(C(=O)c2ccc(-c3ccccc3)cc2)CC1
4%,-2.0%,O=C(CCN1C(=O)C2C3C=CC(C3)C2C1=O)NCC1CCCO1 (stereo not given)
-12%,2.3%,CCc1nnc(NC(=O)Cn2nc(-c3ccccc3OC)ccc2=O)s1
5%,1.8%,O=S(=O)(Nc1ccc(Nc2ccccc2)cc1)c1ccc2ccccc2c1
2%,-7.3%,COc1ccc(N2C(=O)C3CCCN3C2c2ccccc2)cc1Cl (stereo not given)
x,-3.1%,Fc1ccccc1-n1[nH]nnc1=S
2%,5.2%,O=C(COc1ccc(/C=N/NS(=O)(=O)c2ccccc2)cc1)NCCc1ccccc1
0%,3.2%,COc1ccc(NC(=O)C(=O)NCC(C)C)cc1Cl
x,2.2%,CCC(c1nnnn1CC1CCCO1)N(CCCO)Cc1cc2cccc(C)c2[nH]c1=O (stereo not given)
-6%,3.5%,Cc1nn(C(C)C(=O)O)c2ccccc12 (stereo not given)
x,-0.2%,CCCCc1nc2ccccc2c(NC(=O)CN2CCCC2)c1CCC

# Record cards (already shown).
# O=C(NN1CCOCC1)c1sc2ccccc2c1Cl reads MKP-3 inhibition: 0%; Hsp70 displacement: 4.1%
# O=S(=O)(Nc1ccc(Nc2ccccc2)cc1)c1ccc2ccccc2c1 reads MKP-3 inhibition: 5%; Hsp70 displacement: 1.8%
# O=c1oc2ccccc2n1Cc1ccccc1Cl reads MKP-3 inhibition: 4%; Hsp70 displacement: -5.9%

# The list goes on:
MKP-3 inhibition,Hsp70 displacement,SMILES
-3%,-1.4%,Cc1cccc(C(=O)Nc2cccc3c2CCCC3)c1
2%,-1.3%,O=C(NCCc1ccc(F)cc1)C(=O)Nc1cccc(C(F)(F)F)c1
-5%,-0.1%,Cc1ccc2[nH]c(=O)c(CN(Cc3cccnc3)C(=O)c3ccncc3)cc2c1
0%,-3.6%,COc1ccccc1OCC(=O)N/N=C/c1ccccc1Sc1ccccc1
6%,0.4%,CCOC(=O)c1nnc2cc(-c3ccc(Br)cc3)nn2c1C
-6%,1.1%,CCCCC(=O)Nc1ccc(NC(=O)c2ccccc2OC)cn1
-3%,7.7%,COC(=O)c1ccc(N2CCOCC2)c(NC(=O)Nc2cccc(OC)c2)c1
2%,11%,COc1cccc(-c2nc(CS(=O)(=O)CC(=O)NCCCOC(C)C)c(C)o2)c1
7%,-1.6%,Cc1cc(C)n(CCCNCC(O)c2ccccc2)n1 (stereo not given)
-10%,-2.0%,O=C(O)Cn1nc(C(F)(F)F)c2c1CCCCC2
4%,-1.8%,CC1=C(C(=O)OCCc2ccccc2)C(c2cccs2)NC(=O)N1 (stereo not given)
-2%,-0.6%,COC(=O)c1sc(NC(=O)c2oc3ccccc3c2C)nc1C
2%,-2.3%,O=C1NC(=O)N(c2ccccc2)C(=O)/C1=C\c1cccc(Br)c1
4%,-0.2%,COc1ccc(OC)c(S(=O)(=O)Nc2ccc(CC(=O)O)cc2)c1
x,-3.6%,COc1cccc(C(=O)O/N=C/c2ccc(Sc3ccc(C)cc3)nc2)c1
2%,6.1%,O=C(NCCc1ccccc1)c1noc2c1CCCCC2
5%,-0.9%,Nc1nnc(SCC(=O)Nc2ccccc2Oc2ccccc2)s1
x,-2.1%,COc1ccc(Nc2ncnc3ccccc23)c(OC)c1
